RGS4-Gao reg: modulators of RGS4 binding to Galphao, primary screen, biochemical, multiplexed bead flow cytometry; Guanine nucleotide-binding protein G(o) subunit alpha (Homo sapiens), P09471; actives lie on both sides; binding response (% of control), % at 10 µM; hit rate 0.33% among 220,000; in the data active = binding response below about 49% or above about 150%; inactive = in between;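 also: fluorescent Galphao activated with aluminum fluoride binding bead-coupled RGS4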
Mcl-1 Bim block: inhibitors of Bim peptide binding to Mcl-1, primary screen, biochemical, bead-based flow cytometry, multiplex. hit rate 0.1% among 190,000. Bim peptide-Mcl-1 binding. inhibition, % at 10 µM. AID 1009, 2008;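 also: 0% = no compound tracer wells and 100% = peptide blocker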
ABCB1 inh: ABCB1 efflux pump inhibitors, primary screen, cell-based, multiplex, flow cytometry, ABCG2 counter-screen; ATP-dependent translocase ABCB1 (Homo sapiens), P08183; CCRF-Adr cells, JC-1 efflux; inhibition, % at 6.6 µM; hit rate 0.067% among 190,000; in the data active = inhibition above about 40%;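 also: 0% = vehicle and 100% = reference inhibitor; higher value means more JC-1 retained so stronger ABCB1 efflux block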
Target sequence (P08183 whole entry, looked up): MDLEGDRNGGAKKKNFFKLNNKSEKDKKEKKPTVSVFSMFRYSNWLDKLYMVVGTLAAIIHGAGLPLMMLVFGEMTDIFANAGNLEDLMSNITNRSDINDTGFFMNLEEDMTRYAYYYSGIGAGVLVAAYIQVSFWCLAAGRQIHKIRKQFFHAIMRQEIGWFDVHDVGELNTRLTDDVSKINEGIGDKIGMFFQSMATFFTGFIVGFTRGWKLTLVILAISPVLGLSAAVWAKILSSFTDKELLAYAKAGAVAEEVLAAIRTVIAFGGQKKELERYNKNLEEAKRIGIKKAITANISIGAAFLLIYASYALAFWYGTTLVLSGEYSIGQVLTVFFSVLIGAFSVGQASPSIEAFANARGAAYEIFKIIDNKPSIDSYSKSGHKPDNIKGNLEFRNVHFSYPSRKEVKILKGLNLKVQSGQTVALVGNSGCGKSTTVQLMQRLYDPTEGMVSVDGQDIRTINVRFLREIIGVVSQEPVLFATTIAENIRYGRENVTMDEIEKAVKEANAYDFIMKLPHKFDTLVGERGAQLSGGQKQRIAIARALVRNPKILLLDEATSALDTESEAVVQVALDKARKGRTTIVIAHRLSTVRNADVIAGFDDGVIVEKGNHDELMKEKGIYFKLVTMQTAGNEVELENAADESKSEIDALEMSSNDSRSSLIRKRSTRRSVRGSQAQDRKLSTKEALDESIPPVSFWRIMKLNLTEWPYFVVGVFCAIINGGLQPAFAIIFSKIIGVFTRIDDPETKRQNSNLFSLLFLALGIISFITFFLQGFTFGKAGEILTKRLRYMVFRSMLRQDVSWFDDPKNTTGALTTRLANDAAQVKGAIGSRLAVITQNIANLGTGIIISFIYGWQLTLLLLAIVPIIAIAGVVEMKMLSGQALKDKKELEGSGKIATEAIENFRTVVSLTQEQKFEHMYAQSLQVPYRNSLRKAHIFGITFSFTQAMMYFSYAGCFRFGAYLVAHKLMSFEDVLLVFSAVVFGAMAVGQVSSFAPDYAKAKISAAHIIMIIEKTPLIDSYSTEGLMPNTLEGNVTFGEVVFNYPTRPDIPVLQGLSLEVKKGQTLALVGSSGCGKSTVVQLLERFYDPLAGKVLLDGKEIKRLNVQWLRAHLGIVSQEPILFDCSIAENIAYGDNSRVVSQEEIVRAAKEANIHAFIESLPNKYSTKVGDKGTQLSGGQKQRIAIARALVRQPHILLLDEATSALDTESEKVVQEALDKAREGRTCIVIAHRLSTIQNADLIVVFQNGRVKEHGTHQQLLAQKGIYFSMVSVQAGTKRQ
Bim-Bcl-W: inhibitors of Bim binding to Bcl-W, primary screen, biochemical, multiplexed, bead-based flow cytometry. Bim peptide-Bcl-W binding. inhibition, % at 10 µM. hit rate 0.02% among 190,000. AID 952, 2007;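 also: 0% = bound tracer without compound and 100% = peptide blocker; higher means less fluorescent Bim peptide bound to Bcl-W beads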
Bim-Bcl-B: inhibitors of Bim-Bcl-B binding, primary screen, biochemical, multiplexed, human Bcl-2 family. bead-based flow cytometry, Bim peptide-Bcl-B binding. inhibition, % at 10 µM. hit rate 0.073% among 190,000. AID 951, 2007;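 also: 0% = tracer peptide without compound and 100% = reference inhibitor peptide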
RGS7-Gao reg: RGS7-Galphao binding modulators, primary screen, biochemical, multiplexed bead flow cytometry | actives lie on both sides | binding response (% of control), % at 10 µM | hit rate 0.35% among 220,000 | AID 1439, 2008; in the data active = binding response below about 49% or above about 150%; inconclusive = no clear call, values can overlap the other calls; inactive = in between;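 also: fluorescent Galphao held in activated GDP-AlF4 state binding bead-coupled RGS7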
Bcl-XL Bim block: inhibitors of Bim-Bcl-XL binding, primary screen, biochemical, multiplexed, bead flow cytometry, human Bcl-XL | Bcl-2-like protein 1 (Homo sapiens), Q07817 | Bim peptide-Bcl-XL binding, fluorescence | inhibition, % at 10 µM | hit rate 0.04% among 190,000 | AID 1007, 2008
ABCG2 block: ABCG2 efflux pump inhibitors, primary screen, multiplex with ABCB1, IgMXP3 cells, flow cytometry | JC-1 efflux | inhibition, % at 6.6 µM | hit rate 0.1% among 190,000 | AID 1325, 2008;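 active = inhibition above 80%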;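 also: 0% = DMSO and 100% = nicardipine control wells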
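material = IgMXP3 (ABCG2) plus far-red-tagged CCRF-Adr (ABCB1) cells | amount = 3 million cells/mL, equal mix of both lines | also added = JC-1 transporter substrate | dosing = one concentration, 6.6 µM final | schedule = 10 min at 25 °C | measured by = flow cytometric JC-1 green MFI at 530 nm | read-out basis = percent efflux inhibition, scaled nicardipine 100% to DMSO 0%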
RGS8-Gao: RGS8-Galphao binding modulators, primary screen, biochemical, multiplexed bead flow cytometry; Guanine nucleotide-binding protein G(o) subunit alpha (Homo sapiens), P09471; actives lie on both sides; response (percent of control binding), % at 10 µM; hit rate 0.34% among 220,000; in the data active = response below about 60% or above about 140%; inactive = in between;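 also: Galphao activated as the GDP aluminium fluoride complex binding bead-coupled RGS8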
Bfl-1 Bim block: inhibitors of Bim binding to Bfl-1, primary screen, biochemical, multiplexed, bead-based flow cytometry; Bcl-2-related protein A1 (Homo sapiens), Q16548; inhibition, % at 10 µM; AID 1008, 2008; Bim-Bfl-1 binding inhibition; hit rate 0.12% among 190,000;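 also: 0% = wells without compound plus tracer and 100% = blocker peptide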
Bim-Bcl-2: inhibitors of Bim-Bcl-2 binding, primary screen, biochemical, multiplexed, human Bcl-2 family; Bead-based flow cytometry, Bim peptide-Bcl-2 binding; inhibition, % at 10 µM; hit rate 0.06% among 190,000; in the data active = inhibition above about 40%; inconclusive = no clear call, values can overlap the other calls;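 also: 0% = no compound wells with probe peptide and 100% = reference peptide inhibitor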
* = called active by the depositor; u = inconclusive; x = not tested or not shown; [ ] = dose if it differs, or a comment. Rule as the data show it, unless noted: active = inhibition above about 40%.

SMILES,Bcl-XL Bim block,Bim-Bcl-B,ABCB1 inh,RGS4-Gao reg,Mcl-1 Bim block,Bfl-1 Bim block,Bim-Bcl-2,RGS8-Gao,Bim-Bcl-W,RGS7-Gao reg,ABCG2 block
O=C1CN(C(=O)COC(=O)c2ccc(N3CCCCCC3)c([N+](=O)[O-])c2)c2ccccc2N1,-7.0,-5.0,3.5,96.5,0.0,-10.0,-7.0,99.5,-2.0,96.4,20.8
CCn1cnc2c1c(=O)n(Cc1nnc3n1-c1ccccc1SC3)c(=O)n2Cc1ccccc1,-4.0,-2.0,0.1,101.2,0.0,1.0,0.0,101.3,-3.0,99.7,-1.1
CCN1CCc2c(OCC(=O)N3CCCCC3)cccc2C1=O,-3.0,-6.0,1.3,101.0,-2.0,-7.0,-3.0,98.7,0.0,99.5,5.0
Cc1nnc(SCC(=O)Nc2nsc(-c3ccccc3)n2)s1,-4.0,0.0,0.3,98.4,-1.0,-1.0,0.0,100.2,-1.0,101.2,2.2
CCN(C(=O)COC(=O)c1cc(NS(=O)(=O)c2ccc(Cl)c([N+](=O)[O-])c2)ccc1O)C1CCCCC1,-15.0,-12.0,1.0,102.5,-4.0,-11.0,-5.0,102.0,-6.0,100.1,0.3
O=S(=O)(c1cccc(F)c1)N1CCN(C(=S)NCc2ccccc2)CC1,-2.0,-6.0,0.3,101.0,-3.0,-5.0,-4.0,103.3,-2.0,100.0,0.6
Cc1ccc(S(=O)(=O)CCC(=O)Nc2cccc(C)c2)cc1,-4.0,-7.0,0.9,99.1,-3.0,-2.0,0.0,97.8,-3.0,95.7,27.4
Cc1ccc(NC(=O)CS(=O)(=O)c2c[nH]c3ccccc23)c(C)c1,-3.0,-7.0,1.1,97.4,-2.0,-11.0,-12.0,99.3,1.0,93.9,5.3
CC(=O)Oc1ccc(-c2csc(Nc3cccnc3)n2)cc1,-2.0,-2.0,0.9,100.3,-3.0,-1.0,-2.0,98.7,0.0,101.7,4.4
O=C1SC(SC(=Nc2ccccc2)Nc2ccccc2)C(=O)N1c1ccccc1 (stereo not drawn),-11.0,-19.0,-3.7,93.4,-14.0,9.0,0.0,106.6,-3.0,98.1,-4.2
COc1ccc2c(CC(=O)NC3CCCc4ccccc43)coc2c1 (stereo not drawn),-2.0,-4.0,0.5,102.8,0.0,-4.0,-1.0,100.5,-5.0,101.9,8.4
O=C(NNC(=O)c1ccccc1[N+](=O)[O-])Nc1ccc(Cl)cc1,-5.0,-5.0,0.9,97.7,-1.0,-1.0,-1.0,101.2,-1.0,95.7,14.9

Five of the entries above in order of their number in RGS4-Gao reg, high to low:
mol	RGS4-Gao reg
COc1ccc2c(CC(=O)NC3CCCc4ccccc43)coc2c1 (stereo not drawn)	102.8
CCn1cnc2c1c(=O)n(Cc1nnc3n1-c1ccccc1SC3)c(=O)n2Cc1ccccc1	101.2
CC(=O)Oc1ccc(-c2csc(Nc3cccnc3)n2)cc1	100.3
O=C1CN(C(=O)COC(=O)c2ccc(N3CCCCCC3)c([N+](=O)[O-])c2)c2ccccc2N1	96.5
O=C1SC(SC(=Nc2ccccc2)Nc2ccccc2)C(=O)N1c1ccccc1 (stereo not drawn)	93.4

Further records
SMILES,Bcl-XL Bim block,Bim-Bcl-B,ABCB1 inh,RGS4-Gao reg,Mcl-1 Bim block,Bfl-1 Bim block,Bim-Bcl-2,RGS8-Gao,Bim-Bcl-W,RGS7-Gao reg,ABCG2 block
Nn1c(SCCOc2ccc(Cl)cc2)nnc1-c1cccnc1,-2.0,-6.0,0.4,100.0,-1.0,0.0,-3.0,101.2,1.0,105.2,2.9
CCOc1ccc(S(=O)(=O)NCc2ccncc2)cc1,-3.0,-7.0,0.2,94.4,0.0,-11.0,-8.0,97.4,0.0,91.9,0.4
Cc1occc1-c1nnc(SCC(=O)N(C)CCC#N)n1N,-2.0,-4.0,0.3,100.8,-1.0,-1.0,-4.0,102.4,-3.0,103.9,1.0
COc1cccc(Cn2cccc(NC(=O)Nc3ccccc3C)c2=O)c1,0.0,-2.0,1.2,92.2,0.0,-5.0,0.0,93.0,0.0,93.1,4.7
CCCC[n+]1ccn(-c2nc3ccccc3nc2[N-]S(=O)(=O)c2ccccc2)c1,-4.0,-9.0,-0.2,133.5,-2.0,-11.0,-7.0,101.3,1.0,x,1.4
CC(=O)Cc1c(C(=O)O)c(C)nn1-c1ccccc1,-2.0,1.0,1.1,103.2,0.0,6.0,5.0,95.6,0.0,100.0,1.2
Cc1ccc2nc(Cl)c3cc(C(=O)N(CCN(C)C)Cc4ccco4)sc3c2c1,-5.0,-6.0,1.1,95.2,-2.0,-2.0,-1.0,99.4,-1.0,100.2,1.8
O=C(Nc1cc(C(F)(F)F)ccc1N1CCOCC1)C1Cc2ccccc2CN1C(=O)c1ccco1 (stereo not drawn),-4.0,-13.0,2.5,92.2,-5.0,-7.0,-6.0,95.0,2.0,83.7,3.5
CCOCCCn1c(NN)nc2ccccc2c1=O,-2.0,-4.0,0.5,101.1,3.0,-4.0,-5.0,101.4,1.0,105.0,4.3
CNC(=S)Nc1cc(C(F)(F)F)ccc1Cl,-4.0,-3.0,-0.2,98.8,0.0,1.0,0.0,96.8,-1.0,99.0,-0.2
CCCn1nc(C(=O)NCC(C)(C)N2CCOCC2)c2ccccc2c1=O,-4.0,-3.0,1.2,99.4,-2.0,-3.0,-7.0,100.6,-3.0,99.8,3.6
COc1ccc(S(=O)(=O)Nc2nnc(C(C)(C)C)s2)cc1,-1.0,-38.0,-0.3,103.2,-9.0,16.0,-8.0,93.6,-3.0,123.5,-0.7
CCn1cc(CNC(=O)C2C3CCC(C3)C2C(=O)O)cn1 (stereo not drawn),-18.0,-6.0,0.1,101.5,2.0,-11.0,-3.0,96.9,2.0,99.5,0.2
Cc1cccc(C(=O)NC(=S)Nc2ccc(S(=O)(=O)N3CCCCC3)cc2)c1,-13.0,-10.0,2.3,98.9,-4.0,-13.0,-5.0,99.1,-6.0,98.2,9.3
O=C(CCc1ccccc1)n1nc(-c2ccccc2)nc1NCc1ccco1,24.0,16.0,1.8,102.1,22.0,28.0,16.0,109.8,18.0,99.6,3.3
Nc1ccc(Cc2nc3c(ccc4ccccc43)[nH]2)cc1,-2.0,0.0,0.9,102.2,0.0,2.0,1.0,100.2,0.0,100.7,8.1
Cc1ccc(SCC(=O)O/N=C(\N)c2cccc([N+](=O)[O-])c2)cc1,-1.0,-3.0,0.3,103.0,-2.0,0.0,0.0,99.9,-1.0,103.5,1.9
O=C1c2ccc3c4c(ccc(c24)C(=O)N1c1ccc2ccccc2c1)CC3,1.0,0.0,0.1,97.3,2.0,-1.0,0.0,100.1,-2.0,93.4,0.4
N#CC(C#N)=NNc1ccc(S(=O)(=O)N2CCCC2)cc1,-6.0,-9.0,1.4,103.0,-8.0,-16.0,-9.0,101.5,-5.0,101.4,20.4
CCOc1ccc2nc(NC(=O)CSc3ccc(Cl)cc3)sc2c1,-5.0,-10.0,-0.4,102.7,0.0,-13.0,-10.0,99.3,-2.0,98.3,0.4
Cc1csc(NC(=O)C(NC(=O)c2ccccc2F)C(C)C)n1 (stereo not drawn),-3.0,-4.0,0.0,113.3,0.0,-6.0,-5.0,112.8,1.0,113.1,-0.5
COc1ccc(N2CCN(C(=O)/C(C#N)=C/c3ccccc3)CC2)cc1,-1.0,0.0,0.9,91.8,1.0,0.0,2.0,96.5,0.0,97.4,4.8
O=C(CSc1nc2ccccc2c(=O)n1-c1ccc(F)cc1)Nc1ccc(N2CCOCC2)cc1,-3.0,-3.0,0.1,100.8,2.0,0.0,1.0,101.5,-3.0,103.7,0.2
COCC(C)NC(=S)NC(=O)c1cc(S(=O)(=O)N2CCOCC2)ccc1C (stereo not drawn),0.0,0.0,0.8,101.2,1.0,-3.0,-4.0,99.2,0.0,u,7.2

Whole records, looked up by structure. Values in the order: Bcl-XL Bim block, Bim-Bcl-B, ABCB1 inh, RGS4-Gao reg, Mcl-1 Bim block, Bfl-1 Bim block, Bim-Bcl-2, RGS8-Gao, Bim-Bcl-W, RGS7-Gao reg, ABCG2 block
Listed for CC(=O)Cc1c(C(=O)O)c(C)nn1-c1ccccc1 : -2.0, 1.0, 1.1, 103.2, 0.0, 6.0, 5.0, 95.6, 0.0, 100.0, 1.2
Listed for O=C(CSc1nc2ccccc2c(=O)n1-c1ccc(F)cc1)Nc1ccc(N2CCOCC2)cc1 : -3.0, -3.0, 0.1, 100.8, 2.0, 0.0, 1.0, 101.5, -3.0, 103.7, 0.2

(continued)
SMILES,Bcl-XL Bim block,Bim-Bcl-B,ABCB1 inh,RGS4-Gao reg,Mcl-1 Bim block,Bfl-1 Bim block,Bim-Bcl-2,RGS8-Gao,Bim-Bcl-W,RGS7-Gao reg,ABCG2 block
O=C1C(=O)N(Cc2ccccc2)C(=O)N1CCN1C(=O)c2ccccc2C1=O,x,x,1.0,95.9,x,x,u,89.6,x,97.4,4.0
O=C(COC(=O)/C=C/c1cccs1)Nc1ccc2ccccc2c1,-5.0,-4.0,0.1,68.9,1.0,-11.0,-2.0,92.8,-2.0,133.1,0.7
COc1ccc(C)cc1Nc1cc(C)nc2nc(C)nn12,-3.0,-7.0,0.3,99.3,-1.0,-10.0,-7.0,100.4,0.0,100.8,2.8
COc1cc(CNc2nc(C)c([N+](=O)[O-])c(C)c2C#N)cc(OC)c1OC,-4.0,0.0,4.9,98.6,0.0,1.0,0.0,98.6,0.0,98.5,25.5
C=CCN(C(=O)CCC(=O)O)C1CC(=O)N(c2ccc(OCCC)cc2)C1=O (stereo not drawn),-6.0,-6.0,0.6,103.8,1.0,-13.0,-4.0,104.5,-1.0,102.5,-0.2
COc1ccccc1NS(=O)(=O)c1cc(Cl)ccc1OC,1.0,4.0,0.3,124.9,1.0,0.0,1.0,143.9*[activator],0.0,129.3,12.6
Cc1csc(NC(=O)c2ccccc2[N+](=O)[O-])n1,-5.0,-11.0,0.0,103.7,-1.0,-13.0,-8.0,100.8,-4.0,102.4,1.6
CC(=O)c1ccc(OCC(O)CN2C(C)CCCC2C)cc1 (stereo not drawn),0.0,-1.0,0.0,103.6,-1.0,-1.0,-3.0,96.6,-1.0,100.4,0.7
Cc1cc(C(=O)CSc2nc(N)cc(=O)[nH]2)c(C)n1-c1ccc(OC(F)F)cc1,-5.0,-6.0,0.4,107.3,-3.0,-2.0,-1.0,107.5,-3.0,u,2.8
Cc1cccc(C(=O)Nc2ccc(C(=O)/C=C/c3cccs3)cc2)c1,-6.0,-4.0,0.0,98.5,5.0,-6.0,-4.0,98.6,3.0,96.4,-0.2
COc1ccc(CC(=O)Nc2ccc(-c3nnc(-c4ccc(C)cc4)o3)cc2)cc1,-6.0,-2.0,0.4,97.4,2.0,-12.0,-7.0,100.4,0.0,97.8,16.3
COC(=O)c1ccccc1NC(=O)COc1ccccc1[N+](=O)[O-],-1.0,-2.0,1.6,95.1,-2.0,-2.0,-2.0,99.7,0.0,104.2,24.6

Bioassay records (PubChem)
